# USP1 inh = inhibitors of human USP1/UAF1 deubiquitinase; recombinant USP1/UAF1, Ub-Rhodamine cleavage fluorescence; Potency, µM (series often up to 57.1 µM), for the others: top-dose activity change, negative = inhibition, most hits filed as inhibitors; hit rate 0.23% among 390,000; AID 743255; note: potency is the fitted concentration of half-maximal effect; % is set by controls: 0 for no effect and ±100 for the full control effect; nearly all actives have a fitted effect of over 60% in size; inactives centre near -12
#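 USP1/UAF1 complex (1 nM) preincubated 15 min at room temperature with compound, then Ub-Rho substrate (150 nM final) added. Kinetic fluorescence at 480/540 nm over 6 reads at 60 s intervals; 50 mM HEPES pH 7.8, 0.5 mM EDTA, 0.1 mg/ml BSA, 1 mM TCEP, 0.01% Tween-20.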
# D2 antagonist = antagonizes the human D2 dopamine receptor; inhibition, % at 10 µM; HEK293 TREx D2 cells, calcium flux, dopamine EC80; P14416; hit rate 2% among 340,000; in the data active = inhibition above about 30%; note: 0% is about no effect
#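 Calcium mobilization kinetics were recorded at 1 s intervals in tetracycline-induced HEK293 T-REx D2 cells, first for 180 s after compound addition and then 180 s after EC80 dopamine.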
# PI4K2A inh = blocks human PI4K2A kinase activity; purified PI4K2A, ADP-Glo luminescence, 1 h; active compounds read low; activity change, negative = inhibition, % at 76.9 µM; hit rate 0.13% among 420,000; in the data active = activity change below about -50%; inconclusive = mostly about -30% to -49%;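 note: -100% = wells without enzyme as full effect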
#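 In this quantitative HTS, ADP production by PI4K2A was quantified luminescently after 1 h at ambient temperature; 100 microM adenosine served as plate-quality control.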
# D2 ag = D2 dopamine receptor (human) agonism. P14416. HEK293 T-REx D2 cells, calcium flux agonist mode. activation, % at 2 µM. hit rate 0.53% among 340,000. AID 485358;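 active = activation over 3 SD above normal in the single-dose calcium agonist read, cut at about 30% in these data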; note: 0% is about no effect
#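 Agonism scored from kinetic calcium signal (1 read/sec, 180 s) following compound pin transfer, after a 10 s baseline. Cells: HEK293 Trex line expressing inducible D2 receptor coupled to calcium, dye-loaded after overnight culture at 30 C.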
# TRHR agonist = activates the human TRH receptor. P34981. TRHR cells, calcium flux fluo-8, FDSS agonist mode. activation, % at 2 µM. hit rate 0.18% among 360,000; in the data active = activation above about 30%; note: 0% is about no effect
#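 TRHR-expressing cells loaded with fluo-8 calcium dye; 23 nL library compound pin-transferred, kinetic FDSS fluorescence (Ex 480/Em 530) recorded about 180 s for agonist-induced calcium release, before a 10 nM TRH EC20 addition for potentiator mode.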
# TrxR1 substrate = substrates of rat thioredoxin reductase 1. purified TrxR1 substrate turnover, NADPH consumption readout. Potency, µM (highest dose often 114 µM), inactives show top-dose activity change, negative = substrate turnover. hit rate 0.01% among 390,000. AID 588456; note: potency is the fitted concentration of half-maximal effect; % is set by controls: 0 for no effect and ±100 for the full control effect; nearly all actives have a fitted effect of over 50% in size
# Target sequence (O89049 whole entry, looked up): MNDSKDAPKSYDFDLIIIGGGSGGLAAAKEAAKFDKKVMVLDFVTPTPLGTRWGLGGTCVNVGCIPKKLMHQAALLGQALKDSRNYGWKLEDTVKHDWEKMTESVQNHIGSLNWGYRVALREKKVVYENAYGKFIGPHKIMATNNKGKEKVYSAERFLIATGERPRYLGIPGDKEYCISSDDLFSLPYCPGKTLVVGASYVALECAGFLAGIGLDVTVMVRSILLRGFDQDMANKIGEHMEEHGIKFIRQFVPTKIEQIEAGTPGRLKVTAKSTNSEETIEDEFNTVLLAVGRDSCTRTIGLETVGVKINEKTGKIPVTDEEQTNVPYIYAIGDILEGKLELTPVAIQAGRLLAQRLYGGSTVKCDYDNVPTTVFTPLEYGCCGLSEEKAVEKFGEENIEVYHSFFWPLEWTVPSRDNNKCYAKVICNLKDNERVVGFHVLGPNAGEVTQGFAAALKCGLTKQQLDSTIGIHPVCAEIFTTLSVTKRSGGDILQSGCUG
#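 Rat TrxR1, dispensed at 90 nM, was prereduced with 400 uM NADPH (final) for 5 min at ~22 deg C, then incubated with compound 15 min before 400 uM selenite. A first-read NADPH fluorescence drop versus no-compound background flagged substrates.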
# IDH1 R132H inh = blocks human mutant IDH1 R132H enzyme | Potency, µM (titrated, usually from 76.6 µM), inactives show at the highest dose activity change, negative = inhibition, usual class: inhibitors | AID 602179 | O75874 | IDH1-R132H enzyme, NADPH consumption, diaphorase/resazurin fluorescence | hit rate 0.093% among 390,000; note: potency is the fitted concentration of half-maximal effect; % is set by controls: 0 for no effect and ±100 for the full control effect; nearly all actives have a fitted effect of over 65% in size
# Target sequence (O75874 whole entry R132H, stated change not applied): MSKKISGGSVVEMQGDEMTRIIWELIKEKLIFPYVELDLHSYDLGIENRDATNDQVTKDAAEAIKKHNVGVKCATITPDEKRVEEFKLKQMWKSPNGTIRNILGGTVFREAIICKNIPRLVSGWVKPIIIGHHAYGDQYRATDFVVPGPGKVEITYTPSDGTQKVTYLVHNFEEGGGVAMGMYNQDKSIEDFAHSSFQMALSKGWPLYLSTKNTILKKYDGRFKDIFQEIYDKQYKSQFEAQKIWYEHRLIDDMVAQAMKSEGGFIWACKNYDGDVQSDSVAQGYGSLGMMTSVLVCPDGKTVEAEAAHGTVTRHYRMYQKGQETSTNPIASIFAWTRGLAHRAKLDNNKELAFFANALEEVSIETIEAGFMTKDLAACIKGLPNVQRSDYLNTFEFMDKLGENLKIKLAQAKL
#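 IDH1-R132H (0.5 ug/mL) preincubated 30 min with compound, then NADPH (0.016 mM) and alpha-KG (2 mM) added; 80 min at RT, pH 7.5. Remaining NADPH coupled via diaphorase/resazurin to fluorescence (540/590 nm); concentration-response curves normalized to no-enzyme control.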
# TrxR1 inh = inhibitors of rat thioredoxin reductase 1; O89049; hit rate 1% among 390,000; Potency, µM (top dose mostly 114 µM), for inactives: at the top dose activity change, negative = inhibition, usual class: inhibitors; recombinant rTrxR1, NADPH fluorescence consumption, selenite substrate; note: potency is the fitted concentration of half-maximal effect; % is set by controls: 0 for no effect and ±100 for the full control effect; nearly all actives have a fitted effect of over 65% in size
#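 Rat TrxR1 (90 nM in the dispensed reagent) was pre-reduced with 400 uM NADPH for 5 min at room temperature, then incubated with compound for 15 min. After 400 uM selenite was added, NADPH fluorescence (Ex 340/Em 450 nm) was followed for 8 min.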
# TRHR PAM = allosteric enhancers of human TRH receptor | P34981 | hit rate 0.66% among 360,000 | enhancement, % at 2 µM | TRHR cells, fluo-8 calcium fluorescence, EC20 TRH enhancement; in the data active = enhancement above about 30%; note: 0% is about no effect
#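 Enhancer read-out: after compound pinning and an initial kinetic agonist-mode read, an EC20 of TRH (10 nM final) was injected and fluo-8 calcium signal (Ex 480/Em 530) followed at 1 s/cycle for 100 cycles in TRHR-expressing cells.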
# The depositor's hits bear a star; ? = inconclusive; / = not tested or not shown; & = joins results of further samples; [ ] = remark or other dose. Unless noted, calls come from the whole dose curve; as a rule, active = well fitted inhibition curve with a large enough effect; inconclusive = small, poorly fitted or top-dose-only effect; inactive = no such curve, though single readings can be large or run the other way.
SMILES,USP1 inh,D2 antagonist,PI4K2A inh,D2 ag,TRHR agonist,TrxR1 substrate,IDH1 R132H inh,TrxR1 inh,TRHR PAM
CC1CCCCC1N(C)C1CCN(C(=O)CNC(=O)/C=C/c2cccc(Cl)c2)CC1 (stereo not given),-10%,10,3,-0.1,-0.7,4%,2%,24%,0
CCOc1cc(/C=N/NC(N)=O)cc(Br)c1OCC(=O)Nc1ccccc1C,-24%,-24,-3,-0.3,-0.1,1%[57.1 µM],-5%,8%[57.1 µM],0
CC(=O)O/N=C1\C(=O)N(Cc2ccc(C)cc2)c2ccccc21,-6%,3,7,-3.0,0.0,-7%,-1%,-72%,-1
CN(c1cccc(Cl)c1)S(=O)(=O)c1cccc(C(=O)Nc2ccc3c(c2)CCC3)c1,-14%,9,5,0.1,2.9,-11%,0%,-14%,-11
COCCN(C(=O)C(C)C)c1nnc(-c2ccc(C)cc2)s1,-11%,20,-7,0.3,-1.1,1%[57.1 µM],5%,-4%[57.1 µM],16
CC(C)c1ccc(OCC(=O)NC2=NCCS2)cc1,-29%,-2,-1,-0.3,-0.4,7%[57.1 µM],19%,10%[57.1 µM],8
O=C(Nc1ccccc1)OCc1ccccn1,-4%,7,-1,-0.5,0.4,-2%,1%,12%,-2
C[C@H](NC(=O)c1nc[nH]c1C(=O)N[C@@H](CCCCNC(=O)OC(C)(C)C)C(=O)OC(C)(C)C)c1ccccc1,?,0,0,0.3,-0.2,-4%,-2%,18%,7
O=C(COC(=O)Cc1c[nH]c2ccccc12)Nc1ccccc1C(F)(F)F,-7%,/,2,/,/,-7%,4%,0%,/
COc1ccc(C(=O)CSc2nc(-c3ccccn3)nc(C)c2Cl)cc1,-11%,0,-6,-0.6,-0.2,14%[57.1 µM],5%,10%[57.1 µM],1
O=C(COc1ccc(Cl)cc1)Nc1cc(S(=O)(=O)N2CCCCC2)ccc1N1CCCCC1,-21%,21,0,-0.3,0.6,-16%[57.1 µM],4%,21%[57.1 µM],-2
C=CCN(c1ccccc1)S(=O)(=O)c1cccc(C(=O)Nc2nnc(SCC)s2)c1,-6%,43*,0,-0.2,-0.4,13%,2%,-24%,-3
CC1Cc2cc(S(=O)(=O)N(Cc3ccccc3)C(C)C)ccc2N1C(=O)C1CCC1 (stereo not given),0%,/,-5,1.2,2.1,-3%,2%,7%,-3
Cn1c(=O)[nH]c2cc(-c3noc(-c4ccc(F)cc4)n3)ccc21,-5%,/,1,/,0.1,6%[57.1 µM],-10%,15%[57.1 µM],-2
O=C(Nc1ccccc1)c1cn(-c2ccccc2)nc1-c1ccccc1,-7%,/,-2,-0.2,-0.7,-4%,-5%,7%,3
Cc1ccc(S(=O)(=O)N(C)C)cc1NC(=O)COC(=O)Cc1n[nH]c(=O)c2ccccc12,-9%,-3,-3,-0.6,0.4,-17%,1%,-16%,0
C[C@@H]1CCC(=O)N(C[C@@H](C)CSc2ccccc2)CC1,-18%,4,-4,-0.1,-0.5,6%[57.1 µM],-3%,17%&9%,-17
Cc1cc(OCC(=O)OCC(=O)Nc2cc(S(=O)(=O)N3CCOCC3)ccc2Cl)ccc1Cl,-22%,/,1,/,/,-5%[2.29 µM],-9%,24%[57.1 µM],/
CC(C)(O)c1cc2ccc(C#CCCN3C(=O)c4ccccc4C3=O)cc2c(=O)o1,-3%,/,-1,/,/,6%[57.1 µM],-13%,-11%[57.1 µM],/
COc1cc(CN(C)Cc2cccc3ccccc23)cc([N+](=O)[O-])c1O,-16%,4,2,-0.1,-0.5,-2%,0%,20%,-4
Cc1ccc(N=Cc2sc(O)c3ccccc23)c(C)c1,/,58*,-4,11,10,-4%[57.1 µM],-2%,4%[57.1 µM],-4
CC(C)(C)c1ccc(-n2ncc3c2CCCC3NC(=O)CN2CCCC2=O)cc1 (stereo not given),-2%,13,6,-0.6,-0.6,-1%,6%,-10%,9
CCc1ccc(S(=O)(=O)c2cn(C)c3cc(N4CCN(CC)CC4)c(F)cc3c2=O)cc1,-19%,/,0,0.1,0.6,38%[activator],-10%,28%,13
CCCCOC(=O)CSC1=C(C#N)C(c2ccccc2OC)C(C#N)C(=O)N1 (stereo not given),-17%,-10,-7,0.4,-0.7,0%,?,-12%,8
CCN(CC)S(=O)(=O)c1ccc2[nH]c(=O)cc(C(=O)Nc3ccccc3N3CCOCC3)c2c1,-17%,-14,-1,0.1,-0.2,-5%,-3%,-2%,2
# New compounds follow.
SMILES,USP1 inh,D2 antagonist,PI4K2A inh,D2 ag,TRHR agonist,TrxR1 substrate,IDH1 R132H inh,TrxR1 inh,TRHR PAM
O=c1cc(-c2ccc(O)cc2)oc2c1ccc1ccccc12,-22%,-9,-5,0.1,1.0,5%,23%,5%,1
CC(c1n[nH]c(=S)n1-c1ccc(Cl)cc1)N(C)C (stereo not given),-4%,-4,-1,1.7,0.8,-12%,2%,?,-1
COc1ccccc1NS(=O)(=O)c1ccc(C(N)=O)cc1,0%,9,-2,-0.2,0.2,1%[57.1 µM],9%,21%[57.1 µM],-2
CC(C)C(=O)Nc1ccc2c3c(cccc13)CC2,-15%,-13,0,0.7,-1.8,-7%,7%,-5%,-7
COc1ccc(-c2cccc(NS(=O)(=O)c3cc(C)ccc3OC)c2)nn1,-12%,/,-1,0.8,-1.0,-5%[57.1 µM],18%,6%[57.1 µM],-1
CCSc1nnc2c(n1)OC(c1ccc(C(=O)O)cc1)N(C(C)=O)c1ccccc1-2 (stereo not given),-3%,2,-4,0.8,0.6,0%[57.1 µM],15%,-1%[57.1 µM],1
COc1cc(CCC(=O)Nc2nccs2)cc(OC)c1OC,-1%,5,2,-0.8,0.4,-2%,3%,-3%,-6
COc1ccc(OC)c(/C=N/N(CCC#N)C2=NS(=O)(=O)c3ccccc32)c1,1%,-4,-2,0.0,-1.5,0%,-6%,5%,2
O=C(CN(Cc1ccco1)C(=O)c1ccc(Cl)cc1)Nc1c(Cl)cc(Cl)cc1Cl,-3%,4,0,-0.4,1.8,5%[57.1 µM],9%,3%[57.1 µM],3
COc1ccc(-c2ccc(NS(=O)(=O)c3cccc([N+](=O)[O-])c3)cc2)nn1,-4%,/,1,/,0.0,1%,8%,28%,1
COC(=O)c1c(NC(=O)c2cc(=O)c3ccc(C)c(C)c3o2)sc2c1CCCC2,-4%,/,-2,0.2,0.3,3%,-8%,22%,4
O=C(COC(=O)c1cc(=O)[nH]c2ccccc12)Nc1cccc(S(=O)(=O)N2CCOCC2)c1,-6%,-2,1,-0.1,0.3,-8%,0%,-11%,-9
CCOc1ccc(C(=O)NCC(=O)NNC(=O)c2ccco2)cc1OCC,-21%,/,-4,/,/,-3%,7%,1%,/
O=[N+]([O-])c1ccc(/C=N/Nc2ccc3ccccc3c2)o1,-20%,23,-15,4.1,6.2,-17%,0%,?,-4
COc1ccc(N(CC(=O)NC2CCCCCC2)S(=O)(=O)c2c(C)nn(C)c2C)cc1,-3%,2,4,0.6,-0.3,-2%,3%,12%,-3
COc1ccc(CCNC(=O)/C=C/c2ccco2)cc1,-10%,-3,-21,0.5,-1.1,1%,-3%,35µM*,-2
CCOC(=O)c1cc2c(=O)n3ccccc3nc2n(CC(C)C)c1=NC(=O)COc1ccc(Cl)cc1,-10%,/,-3,0.0,-0.5,15%,?,-9%,-3
O=C1N=C(N2CCOCC2)S/C1=C\c1cccnc1,-11%,2,-6,0.3,0.3,-9%,6%,2%[57.1 µM],3
Cc1ccc2nc3c(cc(C(=O)NCC4CCCO4)c(=N)n3C(C)C)c(=O)n2c1 (stereo not given),-19%,/,-3,2.2,0.9,/,44%[activator],-36%,-9
CC12CCC(C(=O)Nc3cccc4ccccc34)(C1Br)C2(C)C (stereo not given),-12%,/,9,/,/,-3%,-2%,3%,/
C=CCSC1=N/C(=C\c2ccc(C(=O)O)cc2)C(=O)S1,-16%,1,-1,0.3,-0.1,-4%,-2%,15%[57.1 µM],-2
C[C@@H]1CN([C@H](C)CO)C(=O)Cc2cc(NS(=O)(=O)c3ccc(Cl)cc3)ccc2O[C@H]1CN(C)Cc1ccc(C(F)(F)F)cc1,?,/,-1,/,/,2%[57.1 µM],-1%,14%[57.1 µM],/
CCc1nnc(NC(=O)c2cc(S(=O)(=O)N3CCOCC3)ccc2N2CCCCC2)s1,-12%,8,-5,-0.2,0.1,11%[57.1 µM],5%,13%[57.1 µM],-7
Cc1ccc(C(=O)N2CCCC(Nc3ccc(F)c(F)c3)C2)cn1 (stereo not given),-5%,14,1,-0.3,0.3,7%,-1%,11%,1
CCOc1ccccc1C(=O)N1CCN(c2ccc(C(F)(F)F)cn2)CC1,-17%,14,3,2.1,-0.3,0%[57.1 µM],21%,-1%[57.1 µM],-4
Cc1ccc(CN(C)C(=O)CN2C(=O)NC(c3ccccc3)(c3ccccc3)C2=O)c(C)c1,-14%,4,-4,0.5,0.5,-2%,13%,19%,8
Cc1cc(C)cc(C(=O)NCC(=O)OC(C)C(=O)N(C)c2ccccc2)c1 (stereo not given),-22%,14,0,1.8,-0.3,8%,-1%,25%,17

# Profiles from above. Order of values: USP1 inh | D2 antagonist | PI4K2A inh | D2 ag | TRHR agonist | TrxR1 substrate | IDH1 R132H inh | TrxR1 inh | TRHR PAM
# `Cc1ccc(C(=O)N2CCCC(Nc3ccc(F)c(F)c3)C2)cn1` (stereo not given) reads -5% | 14 | 1 | -0.3 | 0.3 | 7% | -1% | 11% | 1
# `O=C1N=C(N2CCOCC2)S/C1=C\c1cccnc1` reads -11% | 2 | -6 | 0.3 | 0.3 | -9% | 6% | 2%[57.1 µM] | 3
# `O=C(CN(Cc1ccco1)C(=O)c1ccc(Cl)cc1)Nc1c(Cl)cc(Cl)cc1Cl` reads -3% | 4 | 0 | -0.4 | 1.8 | 5%[57.1 µM] | 9% | 3%[57.1 µM] | 3
# `CC12CCC(C(=O)Nc3cccc4ccccc34)(C1Br)C2(C)C` (stereo not given) reads -12% | / | 9 | / | / | -3% | -2% | 3% | /
# `CCOc1ccccc1C(=O)N1CCN(c2ccc(C(F)(F)F)cn2)CC1` reads -17% | 14 | 3 | 2.1 | -0.3 | 0%[57.1 µM] | 21% | -1%[57.1 µM] | -4

# Screens as filed in PubChem.
